S3 lipid droplet – qHTS Assay for Lipid Storage Modulators in Drosophila S3 Cells; Drosophila S3 cells, BODIPY lipid droplet fluorescence, 18-24 h; cells fed with added oleic acid; Potency in µM for hits, for the others lipid storage change, negative = inhibition, % at the top dose, mostly 46.1 µM; actives 0.64% (n = 320,000); AID 2685, 2010; active = well fitted inhibition curve with a large enough effect in the signal ratio, with a control signal flat, not every such curve was filed as active; inconclusive = small, poorly fitted or top-dose-only effect, or effect the other way, or a change in a side signal; the % refers to the signal ratio
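Drosophila S3 cells got compounds at several concentrations plus oleic acid (400 uM solution). Laser-scanning cytometry with 488 nm excitation read lipid droplets at 500-530 nm and cells at 575-640 nm. Percent activity was relative to 20 uM Triacsin C.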
S3 lipid droplet cell count max – also measured in S3 lipid droplet; calls as there; cell number change, %; measured here: cell count max response;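 cells counted by Cell Tracker Red CMTPX staining in the red channel; peak over a dose series mostly up to 46.1 µM; percent activity relative to internal control wells on each plate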
* hit, by the source's call; i = inactive; ? = inconclusive; / = no result given. % is set by controls: 0 for no effect and ±100 for the full control effect; potency is the fitted concentration of half-maximal effect. An excerpt (hit frequency here may not be typical).

S3 lipid droplet,S3 lipid droplet cell count max,compound
?,/,CCOc1c(Cl)cc(C(=O)Nc2ccccc2-c2ccccc2)cc1Cl
?,/,Cc1cc2ccccn2c1C(=O)c1nc(NCc2ccco2)ncc1Cl
?,/,CCOC(=O)N1CCN(C(=O)c2ccc(NS(=O)(=O)c3ccc4[nH]c(=O)[nH]c4c3)cc2)CC1
16%,-2,Cc1ccccc1NC(=O)c1ccc(F)c(S(=O)(=O)N2CCCCC2)c1
1%,/,CCn1nc(CCC(=O)O)c2ccccc2c1=O
?,/,CN(C)CCNC(=O)c1cccc(NS(=O)(=O)c2ccc(Cl)c(Cl)c2)c1
-1%,-2,CCN1C(=O)N(S(=O)(=O)C(F)(F)F)[C@@H](c2ccccc2)C(C(=O)OC)=C1C
?,/,Cc1cccc(OCc2nnc(SCC(=O)N3CCCCC3)o2)c1
?,/,CC1=C(OC(=O)C(C)(C)C)C(C)(C)C(c2ccccc2)OC1=O (stereo not given)
?,/,CCC(C(=O)NCC1CCCO1)N(C(=O)CNS(=O)(=O)c1ccccc1)c1ccc(F)cc1 (stereo not given)
?,/,CC(C)(C)N(Cc1ccccc1)C(=O)CSc1nc2ccccc2c(=O)[nH]1
10%,/,COc1ccc(C(=O)COC(=O)c2cc(S(=O)(=O)NCc3ccccc3)ccc2O)cc1
?,/,CS(=O)(=O)Nc1ccc(C(=O)NC2CCCCC2)cc1
?,/,Cc1cccc(Nc2ncc3c(n2)CC(c2ccco2)CC3=O)c1 (stereo not given)
?,/,Cc1cccnc1NC(=O)c1ccc(S(=O)(=O)N2CC(C)OC(C)C2)cc1 (stereo not given)
?,/,C=CCOc1ccc(CNc2nn[nH]n2)cc1
?,/,COc1ccc(-c2csc(-c3cccs3)n2)cc1OC
?,/,CCC(CC)NCc1ccc(OC)cc1OC
?,/,O=[N+]([O-])c1cc(S(=O)(=O)NCCCN2CCOCC2)ccc1Cl
?,/,C=CCn1c(O)c(C2=c3ccccc3=NC2=O)c2ccccc21
21%,/,O=C(Cn1c(-c2ccccc2)c[n+]2ccsc12)c1ccc(Br)cc1
i,/,Cc1ccc2c(c1)c1c(n2CC(O)Cn2c(C)nc3ccccc32)C(=O)CCC1 (stereo not given)
-1%,0,O=C(CNC(=O)c1ccccc1)OCc1ccc([N+](=O)[O-])cc1
8%,0,COc1ccc(NC(=S)N2CCC(C(O)(c3ccccc3)c3ccccc3)CC2)cc1
?,/,COc1cccc(/C(O)=C2\C(=O)C(=O)N(c3ccccn3)C2c2cccc(OC)c2OC)c1 (stereo not given)
i,-22,Cc1cc(=O)[nH]c2c1c(C)nn2C1CCCCC1
-28%,26,CCOCCn1c(N2CCN(c3ccc(OC)cc3)CC2)nc2c1c(=O)[nH]c(=O)n2C
?,/,CCc1nnc(NC(=O)CSc2nnc3c(n2)[nH]c2ccccc23)s1
?,/,Cc1cc(Br)ccc1SCC(=O)OCC(=O)Nc1ncc(C(F)(F)F)cc1Cl
?,/,Cc1sc(NC(=O)c2ccco2)c(C(c2cccnc2)N2CCN(c3ccc(F)cc3)CC2)c1C (stereo not given)
?,/,CCc1ccccc1NC(=O)c1ccc(-n2c(C)ccc2C)cc1
?,/,Cc1ccc(CSCC(=O)Nc2cc(S(=O)(=O)N3CCOCC3)ccc2OC(C)C)cc1
?,/,COc1ccc(-c2cc(=Nc3c(C)n(C)n(-c4ccccc4)c3=O)c3ccccc3o2)cc1
?,/,CCCCn1c(N)c(N(CC(C)C)C(=O)C2CCN(S(=O)(=O)c3ccc(OCC)cc3)CC2)c(=O)[nH]c1=O
i,8,COc1c2c(nc3ccccc13)OC(C(C)(O)COC(C)=O)C2 (stereo not given)
20%,-16,CCN1CCCC1Cn1cnc2c([nH]c3cccc(Cl)c32)c1=O (stereo not given)
i,/,CN(C)C(=O)N1CCC(C(=O)NCc2ccc3c(c2)OCO3)CC1
i,-8,COCCNC(=O)CCSCc1ccccc1F
?,/,COc1ccc(OC)c(/C=C/C(=O)OCC(=O)NCc2cccs2)c1
?,/,CCOc1ccc(N2C(N)=NC(N)=NC2(C)C)cc1
?,/,COc1ccc(OCCn2cnc3ccccc32)cc1
?,/,COc1ccccc1C(=O)CSc1ccccn1
i,/,Cc1c(C=C2C(=O)c3ccccc3C2=O)cc(C#N)n1C
?,/,CCCCN1CCc2c([nH]c3c(C)cccc23)C1=O
?,/,Cc1c(-c2n[nH]c(=S)n2-c2ccc(C(F)(F)F)cc2)nnn1-c1ccccc1
3%,/,Cc1ccccc1NC(=O)Cn1nnc(C(=O)NCc2ccco2)c1N
i,/,O=C(NCCCN1CCCCC1)c1ccc(CS(=O)c2ccc(F)cc2)o1 (stereo not given)
4%,-8,CC1=C(C(=O)N2CCN(C(=O)c3ccco3)CC2)C2(CCC(C)CC2)OC1=O (stereo not given)
-19%,-5,COc1ccccc1-c1coc2cc(OC(=O)N3CCOCC3)ccc2c1=O
6%,3,CCOC(=O)c1ccc(N=C2NC(=O)CS2)cc1
?,/,Cc1cc(NC(=O)c2ccccc2F)cc(C)c1OCC(=O)N1CCOCC1
?,/,COc1ccc(CCNC(=O)C23CCC(C)(C(=O)C2Br)C3(C)C)cc1OC (stereo not given)
?,/,CC1CCN(c2nc(-c3ccccc3)cc(C(F)(F)F)n2)CC1
?,/,O=C(CCC(=O)c1ccccc1)NCc1cccc(C(F)(F)F)c1
?,/,COCCNC(=O)COC(=O)c1cc(-c2ccc(OC)cc2)nc2ccccc12
?,/,CCC(C)C(NC(=O)OCc1ccccc1)C(=O)NCC(c1ccccc1)N(C)C (stereo not given)
?,/,C=CCNC(=O)c1cc2c(=O)n3ccccc3nc2s1
-2%,-2,CCOC(=O)C1CCN(C(=S)Nc2cc(C)ccc2C)CC1
?,/,COCCn1c(-c2ccc(-c3ccc([N+](=O)[O-])cc3Br)o2)nc2c1c(=O)[nH]c(=O)n2CC(C)C
?,/,O=C(NC(=S)NCc1ccccc1)c1ccccc1

(continued)
S3 lipid droplet,S3 lipid droplet cell count max,compound
?,/,O=C(COC(=O)c1cccnc1)Nc1cccc(Cl)c1
?,/,COC(=O)c1ccc(-c2nc3ccccc3[nH]2)cc1
2%,-9,CN(Cc1ccccc1)C(=O)C(C(=O)c1ccc(F)cc1)n1cc(Cl)ccc1=O (stereo not given)
?,/,Clc1ccc(Nc2ncnc3c2cnn3-c2ccccc2)cc1
?,/,COc1ccc(CNC(=S)N/N=C(/C)c2ccccc2)cc1
4%,/,CCC(C)NC(=O)CS(=O)(=O)Cc1nc(-c2cccc(OC)c2)oc1C (stereo not given)
?,/,CCOC(=O)C1=C(C)N=c2s/c(=C\c3ccc(OCC(=O)O)cc3)c(=O)n2C1c1ccc(Cl)cc1 (stereo not given)
6%,10,O=C(CSc1ccc(-c2cccnc2)nn1)N1CCCCC1
?,/,CNS(=O)(=O)c1cccc(C(=O)OCc2cc(Cl)cc3c2OCOC3)c1
?,/,COc1ccc(C(c2c(NC(=O)c3ccccc3)sc(C)c2C)N2CCN(CCO)CC2)cc1 (stereo not given)
?,/,O=C(/C=C/c1ccc(O)cc1)OCc1occc(=O)c1O[C@@H]1OC(CO)[C@@H](O)[C@H](O)[C@@H]1O (stereo not given in full)
?,/,O=C1OCCC1Sc1nnc(-c2cccnc2)n1-c1ccccc1F (stereo not given)
4%,/,CCC(C)NC(=O)Cn1c(=O)n(-c2ccccc2)c(=O)c2ccc(C(=O)NCc3ccco3)cc21 (stereo not given)
10%,-1,CCn1ncc(NC(=S)Nc2ccc(OC)c(OC)c2)c1C(N)=O
7%,0,CCN(CC)S(=O)(=O)c1ccc(N2CCCC2)c(NC(=O)C2CCCCC2)c1
13%,/,CC(C)(C)c1cc(CCC(=O)NN)cc(C(C)(C)C)c1O
?,/,CCOc1c(C)cnc2c1c(=O)n(Cc1ccccc1F)c(=O)n2C
?,/,CCOc1ccccc1N(CC(=O)Nc1ccccc1C(=O)O)S(C)(=O)=O
-2%,-15,N#C/C(=C\Nc1ccccc1SC(F)(F)F)c1nc(-c2ccccc2)cs1
?,/,COc1ccc(COC(=O)c2cc([N+](=O)[O-])ccc2N2CCOCC2)cc1F

Rewritten with two lines to a compound: entries from further up.
Below each SMILES – S3 lipid droplet	S3 lipid droplet cell count max
- O=C(COC(=O)c1cccnc1)Nc1cccc(Cl)c1
 : ?	/
- COC(=O)c1ccc(-c2nc3ccccc3[nH]2)cc1
 : ?	/
- CN(Cc1ccccc1)C(=O)C(C(=O)c1ccc(F)cc1)n1cc(Cl)ccc1=O (stereo not given)
 : 2%	-9
- Clc1ccc(Nc2ncnc3c2cnn3-c2ccccc2)cc1
 : ?	/
- COc1ccc(CNC(=S)N/N=C(/C)c2ccccc2)cc1
 : ?	/
- CCC(C)NC(=O)CS(=O)(=O)Cc1nc(-c2cccc(OC)c2)oc1C (stereo not given)
 : 4%	/
- CCOC(=O)C1=C(C)N=c2s/c(=C\c3ccc(OCC(=O)O)cc3)c(=O)n2C1c1ccc(Cl)cc1 (stereo not given)
 : ?	/
- O=C(CSc1ccc(-c2cccnc2)nn1)N1CCCCC1
 : 6%	10
- CNS(=O)(=O)c1cccc(C(=O)OCc2cc(Cl)cc3c2OCOC3)c1
 : ?	/
- COc1ccc(C(c2c(NC(=O)c3ccccc3)sc(C)c2C)N2CCN(CCO)CC2)cc1 (stereo not given)
 : ?	/
- O=C(/C=C/c1ccc(O)cc1)OCc1occc(=O)c1O[C@@H]1OC(CO)[C@@H](O)[C@H](O)[C@@H]1O (stereo not given in full)
 : ?	/
- O=C1OCCC1Sc1nnc(-c2cccnc2)n1-c1ccccc1F (stereo not given)
 : ?	/
- CCC(C)NC(=O)Cn1c(=O)n(-c2ccccc2)c(=O)c2ccc(C(=O)NCc3ccco3)cc21 (stereo not given)
 : 4%	/
- CCn1ncc(NC(=S)Nc2ccc(OC)c(OC)c2)c1C(N)=O
 : 10%	-1
- CCN(CC)S(=O)(=O)c1ccc(N2CCCC2)c(NC(=O)C2CCCCC2)c1
 : 7%	0
- CC(C)(C)c1cc(CCC(=O)NN)cc(C(C)(C)C)c1O
 : 13%	/

Going on with the list:
S3 lipid droplet,S3 lipid droplet cell count max,compound
-19%,2,Cc1ccc2c(Cl)c(C(=O)NCC3CCCO3)sc2c1 (stereo not given)
9%,-3,CN(C)c1c(N)c(=O)oc2ccccc12
?,/,COc1cccc(N(C(=O)Cn2nnc(-c3cccs3)n2)C(C(=O)NC(C)C)c2ccc(C)o2)c1 (stereo not given)
-3%,12,CCOc1ccccc1NC(=O)CSc1nnc2ccc(-c3cccnc3)nn12
?,/,COc1ccc(OC)c(NC(=O)c2ccc3c(c2)CCN3S(C)(=O)=O)c1
?,/,CCO[C@@H]1OC(C(=O)NCc2nc3ccccc3[nH]2)=C[C@H](c2csc3ccccc23)[C@H]1CCCO
?,/,Cc1ccc(N2C(=O)c3ccccc3C2=O)cc1
-9%,-13,CCOC(=O)c1c(CSc2cccs2)n(C)c2cc(Br)c(O)c(CN(C)C)c12
10%,12,O=C(Nc1ccc(CN2CCOCC2)cc1)c1ccc(N2CCCC2)c([N+](=O)[O-])c1
?,/,CCOc1ccc(OCC)c(NC(=O)CN(C)S(=O)(=O)c2cnc[nH]2)c1
?,/,CCOC(=O)N1CCN(C(=O)c2ccc(Cl)c(S(=O)(=O)N3CCCC3)c2)CC1
8%,6,Fc1ccc(NC(=S)N2CCCC2)cc1Cl
8%,5,OCCC1CN(CC#Cc2ccccc2)CCN1C1CCCC1 (stereo not given)
?,/,COc1cc(S(=O)(=O)NCC2CCCO2)ccc1Br (stereo not given)
-8%,3,CCN(CC)S(=O)(=O)c1ccc(N2CCOCC2)c(NC(=O)Cc2ccccc2F)c1
?,/,CCS(=O)(=O)N1CCC(C(=O)Nc2cccc(F)c2)CC1
-17%,/,O=C(COC(=O)c1ccccc1)Nc1ccc(Cl)cn1
-6%,-15,CCc1nnc(NC(=O)C2CC(=O)N(c3ccc4c(c3)OCCO4)C2)s1 (stereo not given)
?,/,Cc1ccc(NC(=O)c2ccc(NCC3CCCO3)c([N+](=O)[O-])c2)cc1Cl (stereo not given)
?,/,CC(C)COC(=O)N1CCN(S(=O)(=O)c2ccc3c(c2)CCC3)CC1

Single records, as listed above. Values in the order: S3 lipid droplet	S3 lipid droplet cell count max
CC(C)COC(=O)N1CCN(S(=O)(=O)c2ccc3c(c2)CCC3)CC1 as listed: ?	/
CCc1nnc(NC(=O)C2CC(=O)N(c3ccc4c(c3)OCCO4)C2)s1 (stereo not given) as listed: -6%	-15

Next section
S3 lipid droplet,S3 lipid droplet cell count max,compound
1%,0,Cc1ccc(OCC(=O)N/N=C/c2cccn2C)cc1
?,/,Cc1cc(NC(=O)CSCC(=O)Nc2cc(C(F)(F)F)ccc2N2CCCC2)no1
?,/,O=S(=O)(c1ccccc1)n1c(C(O)c2ccccn2)cc2ccccc21 (stereo not given)
20%,/,Fc1ccccc1NC(=S)N1CCN(C/C=C/c2ccccc2)CC1
?,/,Cc1cccc(S(=O)(=O)C(C#N)c2nc3ccccc3nc2N2CC(C)OC(C)C2)c1 (stereo not given)
?,/,COc1ccc(OC)c(S(=O)(=O)n2cnc3ccccc32)c1
-17%,-2,COCCn1c(SCC(=O)N(C(C)C)C(C)C)nnc1-c1cc2ccccc2cc1O
?,/,O=[N+]([O-])/C=C/c1cn(Cc2ccc(Cl)cc2)c2ccccc12
?,/,CCC1CSC(Nc2ccc(C(=O)/C=C/c3ccc(Br)cc3)cc2)=N1 (stereo not given)
3%,2,CC1(c2ccccc2)CC(c2ccccc2)=Nc2ccccc2N1 (stereo not given)
?,/,COc1ccc(C(C)C)cc1S(=O)(=O)NCc1ccccn1
8%,-3,CCCCN(CC)Cc1c(O)ccc2c(-c3ccccc3)cc(=O)oc12
?,/,CCOC(=O)N1CCC(NC(=O)CN2C(=O)CSc3nc(C)cc(C)c32)CC1
?,/,Cc1c(NS(=O)(=O)c2ccc(C(=O)NCc3ccc(F)cc3)cc2)c(=O)n(-c2ccccc2)n1C
